D1 antag: human D1 dopamine receptor antagonism | HEK293 TREx D1 cells, calcium flux, dopamine EC80; hits give low values | actives 3.2% (n = 360,000) | AID 504652 | activity change, negative = inhibition, % at 10 µM | P21728; in the data active = activity change below about -30%; note: % is set by controls: 0 for no effect and ±100 for the full control effect
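Inducible Hek293 Trex D1 cells (tetracycline, overnight, 30 C). Calcium dye 30–90 min RT. Antagonist mode: EC80 dopamine added after 180 s compound read.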
LDHA inh: LDHA (human) enzyme inhibition | P00338 | purified LDHA, NADH/diaphorase-resazurin fluorescence; hits give low values | activity change, % (values are at about 110 or 230 µM) | actives 0.15% (n = 480,000) | AID 1347041; in the data active = activity change below about -30%;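 note: plate controls were DMSO wells for no effect and wells without enzyme for full effect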
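Human LDH5 at 2 nM final in Tris HCl pH 7.4 with 0.06 mM NADH and 0.2 mM pyruvate, reacted 5 minutes at room temperature. Remaining NADH coupled via diaphorase/resazurin; resorufin fluorescence read at 0 and 20 minutes, normalized to enzyme-free and DMSO wells.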
D1 potentiator: human D1 dopamine receptor positive modulation | actives 0.036% (n = 360,000) | AID 504651 | P21728 | potentiation, % at 10 µM | HEK293 TREx D1 cells, calcium flux, dopamine EC20 potentiation; in the data active = potentiation above about 30%; note: 0% is about no effect
Vif-APOBEC3F blk: Vif-A3F binding inhibition; HeLa A3F-eYFP + Vif (tagged APOBEC3F with the HIV-1 protein that degrades it), YFP fluorescence increase; AID 602313; actives 0.2% (n = 390,000); Potency, µM (doses to about 46.1 µM), for inactives: at the top dose activity, negative = active; note: potency is the fitted concentration of half-maximal effect; % of control where 0% means no effect; nearly all actives have a fitted effect of over 65% in size
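HeLa cells stably expressing A3F-eYFP plus Vif, plated and incubated overnight at 37 deg C, then exposed to compounds overnight at 37 deg C. Blocked degradation read as raised yellow fluorescence (Ex 488/Em 500-530).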
D2 potentiator: positively modulates the human D2 dopamine receptor allosterically; AID 485347; HEK293 T-REx D2, calcium flux, EC20 dopamine potentiation; P14416; actives 0.34% (n = 340,000); potentiation, % at 10 µM;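 active = potentiation over 3 SD above the plate norm, cut at about 30% in these data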; note: 0% is about no effect
Target sequence (P14416 whole entry, looked up): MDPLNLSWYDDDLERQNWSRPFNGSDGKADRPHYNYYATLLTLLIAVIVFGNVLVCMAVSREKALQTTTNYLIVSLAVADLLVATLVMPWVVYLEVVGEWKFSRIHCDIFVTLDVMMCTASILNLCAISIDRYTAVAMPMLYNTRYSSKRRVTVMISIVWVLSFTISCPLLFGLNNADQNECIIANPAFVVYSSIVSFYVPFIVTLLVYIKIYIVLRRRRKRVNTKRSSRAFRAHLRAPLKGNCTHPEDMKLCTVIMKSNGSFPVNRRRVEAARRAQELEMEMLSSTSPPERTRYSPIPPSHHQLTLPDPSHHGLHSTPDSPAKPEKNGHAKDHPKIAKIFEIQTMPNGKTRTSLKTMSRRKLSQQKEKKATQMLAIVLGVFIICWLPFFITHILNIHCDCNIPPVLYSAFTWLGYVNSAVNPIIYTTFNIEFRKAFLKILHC
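Potentiation of an EC20 dopamine calcium response measured kinetically over 180 s, after a preceding 180 s compound-only read flagging agonists. Cells: inducible Hek293 Trex D2 line, 4000/well, cultured overnight at 30 C before dye loading.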
RXFP1 ag: RXFP1 (human) receptor agonism. Q9HBX9. HEK293T-RXFP1 cAMP TR-FRET, 30 min; response scale: percent of porcine relaxin response, buffer zero. Potency, µM (top dose mostly 57.5 µM), inactives show top-dose activation, usual class: activators. actives 0.3% (n = 370,000); note: potency is the fitted concentration of half-maximal effect; % is set by controls: 0 for no effect and ±100 for the full control effect; nearly all actives have a fitted effect of over 60% in size; many of its hits are not listed in these tables
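HEK293 cells stably expressing RXFP1, treated 30 min at 37C with compounds plus PDE4 inhibitor Ro 20174; cAMP measured by HTRF TR-FRET. Normalized to buffer and 29 nM porcine relaxin; EC50 by Hill fit.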
GRP78 ERSR act: ER stress response induction in glioma; U87-MG GRP78 promoter luciferase reporter, 16 h; Potency, µM, without a hit: at the top dose activation, actives largely listed as activators; actives 0.02% (n = 420,000); note: potency is the fitted concentration of half-maximal effect; series mostly up to about 76 µM; % of control where 0% means no effect; nearly all actives have a fitted effect of over 35% in size
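Stably transfected U87-MG human glioma cells carrying a GRP78-based luminescent sensor were seeded at 1000 cells/well, pin-dosed with compounds and incubated 16 h. Luciferase reagent was then added, and end-point luminescence was read after 10 min at room temperature.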
Vif-APOBEC3G blk: inhibitors of Vif-APOBEC3G interaction. AID 602310. Potency, µM (highest dose often 46.1 µM), without a hit: at the highest dose activity, negative = active, hits mostly inhibitors. actives 0.076% (n = 410,000). HeLa A3G-eYFP + Vif (tagged APOBEC3G with the HIV-1 protein that degrades it), YFP fluorescence, overnight;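 note: potency is the fitted concentration of half-maximal effect; % is set by controls: 0 for no effect and ±100 for the full control effect; nearly all actives have a fitted effect of over 60% in size; hits raise eYFP signal because A3G escapes Vif-driven loss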
Target sequence (Q9HC16 whole entry, looked up): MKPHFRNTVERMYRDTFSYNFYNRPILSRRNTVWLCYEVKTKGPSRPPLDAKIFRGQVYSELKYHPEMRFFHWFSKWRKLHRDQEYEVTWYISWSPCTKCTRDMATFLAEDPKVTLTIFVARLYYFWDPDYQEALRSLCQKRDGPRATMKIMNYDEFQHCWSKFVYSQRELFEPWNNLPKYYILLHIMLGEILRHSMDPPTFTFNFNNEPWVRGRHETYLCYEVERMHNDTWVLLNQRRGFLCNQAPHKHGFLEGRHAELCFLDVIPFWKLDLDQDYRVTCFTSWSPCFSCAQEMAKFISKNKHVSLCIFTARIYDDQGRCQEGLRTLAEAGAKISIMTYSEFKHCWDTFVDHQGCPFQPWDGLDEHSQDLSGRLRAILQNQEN
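HeLa cells stably expressing Vif and C-terminally eYFP-tagged A3G, seeded overnight at 37 deg C, then exposed to compound by pintool overnight at 37 deg C. Rise in yellow fluorescence (Ex 488/Em 500-530, Acumen) marks blocked Vif-driven A3G degradation.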
D1 agonist: activates the human D1 dopamine receptor; actives 1% (n = 360,000); activation, % at 2 µM; AID 504660; P21728; HEK293 T-REx D1 cells, calcium flux, agonist mode; in the data active = activation above about 30%; note: 0% is about no effect
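Agonism was scored from calcium flux recorded over 180 s (1 read/s) after pintool compound addition, following a 10-cycle baseline. Cells were inducible force-coupled HEK293 TREx D1, plated overnight at 30 C and loaded with no-wash calcium dye.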
Starred values were filed as active, the others as inactive; · = no result given; & = joins results of further samples. Unless noted, calls come from the whole dose curve; as a rule, active = well fitted curve in the direction sought with a large enough effect; inconclusive = small, poorly fitted or top-dose-only effect, or another doubt; inactive = no such curve, though single readings can be large; an effect the other way counts as inactive or inconclusive. This is a subset; the hit share may differ from the screen's.

SMILES	D1 antag	LDHA inh	D1 potentiator	Vif-APOBEC3F blk	D2 potentiator	RXFP1 ag	GRP78 ERSR act	Vif-APOBEC3G blk	D1 agonist
CC(=O)c1ccccc1C(=O)N1CCCC(C(=O)c2ccc(C(F)(F)F)cc2)C1 (stereo not given)	-22	-2	-1	-5%	-3	-0.5%	1%	1%	16
CC(C)OC(=O)Nc1ccc2c(c1)N(C(=O)N1CCN(C)CC1)c1ccccc1CC2	-9	-16	-15	-7%	·	-4.8%	-9%	-2%	2
COc1ccc(CCNC(=O)C2CCCN(S(=O)(=O)c3cc(C)ccc3OC)C2)cc1OC (stereo not given)	7	-10	4	-4%	-9	-0.4%	-6%	0%	2
CCC1CCCCN1C(=O)c1nn2cccnc2c1Cl (stereo not given)	4	-5	0	1%	11	2.9%	-3%	0%	2
O=C(C1CCCN(Cc2ccccc2F)C1)N1CCc2ccccc2C1 (stereo not given)	-23	-18	1	7%	-1	-2.8%	-3%	0%	-1
COC(=O)[C@@H]1C[C@@]2(O)[C@@H](O)[C@@H](O)[C@@H](O)C[C@H]2N1Cc1ccc(-c2ccccc2)cc1	2	-2	5	1%	7	3.9%	-4%	1%	6
Cc1ccc(CNC(=O)C(=O)NCCC2CCCCN2S(=O)(=O)c2cccs2)cc1 (stereo not given)	4	-5	-7	7%	7	-0.2%	-6%	2%	12
Cc1ccc(-c2nnc(Nc3cccc(Br)c3)c3ccccc23)cc1S(=O)(=O)N1CCCCC1	8	0	-1	5%	-2	-0.2%	-3%	-6%	3
O=C(CSc1ccc2nnc(-c3ccc(Cl)cc3)n2n1)N1CCc2ccccc21	4	-6	3	-5%	8	3.8%	-4%	5%	-3
Cc1ccc(C)c(N2CCN(C(=O)c3noc4c3CCCCC4)CC2)c1	-8	4	-2	-3%	5	1.4%	-3%	9%	11
COC(=O)c1cc(=O)n2c(-c3ccccc3)csc2n1	-8	-4	1	-4%	-7	0.5%	-3%	-5%	2
Cc1ccc2[nH]c(=O)c3cc(C(=O)NCc4cccc(Cl)c4)sc3c2c1	10	8&-5	0	-5%	-19	5.0%	-2%	-2%	-1
COc1cccc(C(=O)N(Cc2sccc2C)C2CCS(=O)(=O)C2)c1 (stereo not given)	2	-10	-1	·	-11	-1.5%	·	·	-2
CCOC(CNC(=O)C(=O)Nc1cc2c3c(c1)CC(=O)N3CCC2)OCC	37	-2	-11	-3%	13	2.2%	-4%	1%	1
CSc1nc(C)nc2c1c(=O)n(C)c(=O)n2C	6	-10	-3	-2%	23	10%	-3%	-2%	0
CCCC(=O)N(c1ccc2oc(C)c(C(C)=O)c2c1)S(=O)(=O)c1ccc(C(=O)O)cc1	-42*	-8	-8	-21%	-23	2.3%	-1%	4%	1
FC(F)(F)C12CC(c3ccccc3)=NCCN1CCN2 (stereo not given)	0	-4	-4	0%	-6	1.5%	1%	2%	2
CS(=O)(=O)N(CC(N)=O)c1ccc2c(c1)OCO2	6	2	0	-1%	-7	0.5%	-4%	-1%	-1
CC(C)n1cc(CN2CCC(C(=O)Nc3cccc(-c4cscn4)c3)CC2)cn1	4	-6	-5	0%	-18	-0.6%	-2%	1%	1
O=S(=O)(c1ccc(F)cc1)N1CCN(c2nc(-c3ccc(F)cc3)cs2)CC1	38	-13	-1	-3%	5	-0.2%	-4%	-5%	0
COCCNc1nc2c(c(=O)n(C)c(=O)n2C)n1Cc1cccc(C)c1	-50*	-3	-9	5%	8	0.5%	-7%	-3%	0
CCOc1ccc(-c2cn3c(n2)sc2cc(C(=O)NCCc4ccc(OC)cc4OC)ccc23)cc1	0	1	-3	-2%	3	13%	-4%	-1%	1
CN1CCN(S(=O)(=O)c2ccc(NC(=O)c3ccc([N+](=O)[O-])cc3)cc2)CC1	·	-2	·	3%	·	·	-2%	-1%	·
O=C(O)CCCN1C(=O)C2C3C=CC(C2C1=O)C1C(=O)N(CCCC(=O)O)C(=O)C31 (stereo not given)	3	-10	-6	-4%	8	-1.9%	0%	0%	1
COCCCNC(=O)c1ccccc1-c1cc(C)no1	1	-13	-4	-13%	5	2.5%	-4%	0%	2
Cc1ccc2c(CC(=O)OCc3csc(C)n3)coc2c1	-19	-12	0	0%	0	-2.0%	-1%	2%	0
Cc1ccc(-n2nnnc2CNC(=O)c2ccc(Br)o2)cc1C	8	-1	-8	2%	15	3.3%	-8%	7%	3
O=C(CNC(=O)c1ccc(Br)cc1)NCC(=O)OCc1ccc(Cl)cc1	8	-5	-4	2%	-3	-2.0%	-2%	-4%	-1
OCC1(CC2CCCCO2)CCN(Cc2ccccc2-c2ccco2)CC1 (stereo not given)	11	3	-3	-14%	3	0.4%	2%	1%	0
Cc1ccc(NC(=O)COC(=O)CCc2ccccc2)c(Cl)c1	-2	-12	9	0%	-2	-1.4%	-1%	0%	6
CCCNC(=O)CCCN1C(=O)CCn2nc(-c3cccn3C)cc21	2	-3	-1	1%	15	3.1%	0%	-3%	-2
COc1ccc(CNS(=O)(=O)NCc2ccc(C)cc2)cc1	8	3	-4	-14%	1	-1.5%	-3%	1%	1
FC(F)(F)c1ccc(N2CCOCC2)c(NC2=NCCCCC2)c1	10	5	-2	1%	-11	0.5%	-3%	0%	3
CCC1=C2CC[C@H]3C(=O)N(CC(=O)OC)C(=O)[C@H]3[C@H]2[C@@]2(C)C(=NCC(=O)OC)OC(=O)N2C1=O	18	-8	1	6%	-4	-1.5%	-3%	1%	5
CSCCCc1cn([C@@H](CO)C(=O)NCCCCCCCCCCC(=O)N2CCNCC2)nn1	-15	-6	-3	4%	6	3.5%	-2%	-5%	0
Cc1occc1C(=O)NC(C)C(C)(C)C (stereo not given)	-18	1	-8	-7%	-22	-0.1%	-2%	1%	5
CN(C)c1ccc(/C=N/NC(=O)c2nnn(-c3nonc3N)c2CN(C)c2ccccc2)cc1	5	-5	3	4%	3	0.1%	-4%	-1%	4
CCOCC(=O)Nc1ccc(C)c(Cl)c1	21	2	-4	-2%	6	0.8%	6%	-6%	2
CCC(=O)c1ccc(OCC(=O)OCC(=O)N2CCN(c3ccc(OC)cc3)CC2)cc1	-9	3	-4	3%	12	0.1%	-1%	0%	11
CC(C)Oc1ccc(Cl)cc1Nc1nc(NCCO)nc(N2CCCC2)n1	·	3	·	2%	·	·	-4%	-21%	·
Cc1cc(=O)c2c(C)ccc(C)c2[nH]1	12	-6	0	0%	12	2.6%	-3%	-5%	0
CN1CC(=O)N(CC(=O)N2N=C(c3ccc(Cl)cc3)CC2c2ccco2)C1=O (stereo not given)	4	7	-4	-5%	3	-0.2%	-2%	-2%	3
CC(C)(C)c1ccc(C(=O)N/N=C/c2cccc(Cl)c2)cc1	-7	-8	-4	-5%	12	0.3%	9%	-3%	4
CNC(=O)c1c(Cl)cnn1-c1ccc(F)cc1	-12	-5	-1	-14%	9	-1.6%	2%	-2%	2
CC1(C)CC(c2csc(N)n2)CCO1 (stereo not given)	-15	-1	8	-3%	-8	-1.0%	5%	1%	0
CCCC(=O)Nc1ccc(C(=O)NCC2CCCO2)cc1 (stereo not given)	2	0	-2	-7%	-14	-0.1%	-1%	-1%	2
CCOC(=O)NNC(=O)C1CCC(C)CC1 (stereo not given)	-2&-7	-4&-7	-5&0	-7%&1%	8	0.5%&0.2%	-5%&-4%	3%&-2%	1&0
O=C(CN1CCN(S(=O)(=O)c2ccc(Cl)c(C(F)(F)F)c2)CC1)NC(=O)NC1CCCCC1	·	2	·	-11%	·	·	-6%	-1%	·
CCc1ccc(OCC(=O)NC(C)(C)C)cc1	-3	-8	-2	7%	-5	0.8%	-2%	0%	3
Cc1ccc(-c2ccc(CCC(=O)O)n2-c2ccc(C(=O)O)cc2)cc1	7	0	-6	7%	-15	-1.6%	-1%	1%	2

Eleven entries from above in a different format:
Below each compound – D1 antag | LDHA inh | D1 potentiator | Vif-APOBEC3F blk | D2 potentiator | RXFP1 ag | GRP78 ERSR act | Vif-APOBEC3G blk | D1 agonist
> CC(C)Oc1ccc(Cl)cc1Nc1nc(NCCO)nc(N2CCCC2)n1
    · | 3 | · | 2% | · | · | -4% | -21% | ·
> Cc1cc(=O)c2c(C)ccc(C)c2[nH]1
    12 | -6 | 0 | 0% | 12 | 2.6% | -3% | -5% | 0
> CN1CC(=O)N(CC(=O)N2N=C(c3ccc(Cl)cc3)CC2c2ccco2)C1=O (stereo not given)
    4 | 7 | -4 | -5% | 3 | -0.2% | -2% | -2% | 3
> CC(C)(C)c1ccc(C(=O)N/N=C/c2cccc(Cl)c2)cc1
    -7 | -8 | -4 | -5% | 12 | 0.3% | 9% | -3% | 4
> CNC(=O)c1c(Cl)cnn1-c1ccc(F)cc1
    -12 | -5 | -1 | -14% | 9 | -1.6% | 2% | -2% | 2
> CC1(C)CC(c2csc(N)n2)CCO1 (stereo not given)
    -15 | -1 | 8 | -3% | -8 | -1.0% | 5% | 1% | 0
> CCCC(=O)Nc1ccc(C(=O)NCC2CCCO2)cc1 (stereo not given)
    2 | 0 | -2 | -7% | -14 | -0.1% | -1% | -1% | 2
> CCOC(=O)NNC(=O)C1CCC(C)CC1 (stereo not given)
    -2&-7 | -4&-7 | -5&0 | -7%&1% | 8 | 0.5%&0.2% | -5%&-4% | 3%&-2% | 1&0
> O=C(CN1CCN(S(=O)(=O)c2ccc(Cl)c(C(F)(F)F)c2)CC1)NC(=O)NC1CCCCC1
    · | 2 | · | -11% | · | · | -6% | -1% | ·
> CCc1ccc(OCC(=O)NC(C)(C)C)cc1
    -3 | -8 | -2 | 7% | -5 | 0.8% | -2% | 0% | 3
> Cc1ccc(-c2ccc(CCC(=O)O)n2-c2ccc(C(=O)O)cc2)cc1
    7 | 0 | -6 | 7% | -15 | -1.6% | -1% | 1% | 2

Bioassay records: PubChem BioAssay, National Center for Advancing Translational Sciences (NCATS)
